Screens from PubChem.
S3 lipid droplet – qHTS Assay for Lipid Storage Modulators in Drosophila S3 Cells. Drosophila S3 cells, BODIPY lipid droplet fluorescence, 18-24 h; cells fed with added oleic acid. lipid storage change, negative = inhibition, % at the top dose, mostly 46.1 µM; hits show Potency in µM. actives 0.64% (n = 320,000); active means well fitted inhibition curve with a large enough effect in the signal ratio, with a control signal flat, not every such curve was filed as active; inconclusive means small, poorly fitted or top-dose-only effect, or effect the other way, or a change in a side signal; the % refers to the signal ratio
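Laser-scanning cytometry quantifies lipid droplet accumulation (500–530 nm total intensity; droplet/cell object ratio) in oleic acid-fed (400 uM added) Drosophila S3 cells treated with a concentration series. 20 uM Triacsin C defined 100% inhibition.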
S3 lipid droplet cell count max – further read-out of S3 lipid droplet, marked with its call; cell number change, %; measured here: cell count max response;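 cells counted by Cell Tracker Red CMTPX staining in the red channel; peak over a dose series mostly up to 46.1 µM; percent activity relative to internal control wells on each plate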
* = called active by the depositor; i = inactive; ? = inconclusive; / = not tested or not shown; [ ] = dose if it differs, or a comment. On the % scale 0 is the no-effect control and ±100 the full control effect; potency means the concentration at half of the fitted maximal effect.

SMILES	S3 lipid droplet	S3 lipid droplet cell count max
N#Cc1cc(Oc2ccc3ccccc3c2)c(-n2nnc3ccccc32)cc1C#N	?	/
O=[N+]([O-])c1ccc(N/N=C/c2cccc(O)c2O)c(S(=O)(=O)N2CCOCC2)c1	?	/
C/C(CC(C)C)=N\Oc1nc(C)cc(C)n1	13%	/
O=C(c1cc(-c2ccco2)on1)N1CCc2ccccc2C1	?	/
C=C(C)[C@H]1CC=C(C)C(=O)C1	?	/
Cc1nnc(SCC(=O)N2CCCC2)n(N)c1=O	8%	29
Nc1nc(SCC(=O)Nc2ccc([N+](=O)[O-])cc2Br)n[nH]1	?	/
Cc1cccc(N(CC(=O)NCc2ccco2)C(=O)CNS(=O)(=O)c2ccc(F)cc2)c1	?	/
O=C(c1cnn(C(=O)c2ccc(O)cc2)c1)c1ccccc1O	?	/
Cc1ccccc1NC(=O)CCc1c(C)nn(-c2ccc(N3CCOCC3)nn2)c1C	i	-5
Cc1cccc(NC(=O)C2CC(=O)n3cnnc3S2)c1 (stereo unspecified)	13µM*	-1.2*
CN(C)C(CNC(=O)c1ccc(NC(=O)c2cccs2)cc1)c1ccccc1 (stereo unspecified)	-50%	9
Cc1ccc(NC2=C(NCCO)C(=O)c3ccccc3C2=O)cc1	?	/
C=CCn1c(SCCOc2ccc(OC)cc2)nnc1C(C)NC(=O)c1ccc(OC)cc1 (stereo unspecified)	?	/
Cn1c(-c2ccc(F)cc2)cnc1SCC(=O)NNC(=O)Cc1ccccc1	?	/
O=C(C1CCCN(S(=O)(=O)c2ccc(F)cc2)C1)N(Cc1cccs1)C1CC1 (stereo unspecified)	18%	-17
O=C(O)c1cc(S(=O)(=O)N2CCCCC2)ccc1F	22%	11
O=C(NC(=S)Nc1ccccc1N1CCN(C(=O)c2ccccc2)CC1)c1cccs1	?	/
O=C(O)c1ccc2c(c1)C(=O)N(CCc1c[nH]c3ccccc13)C2=O	-6%	19
CCCCn1c(SCC(=O)N2CCN(c3ccccc3)CC2)nc2ccsc2c1=O	?	/
CC(=O)c1cccc(NC(=O)NCc2cccs2)c1	?	/
COc1ccc(CCNC(=O)N2CCOCC2)cc1	6%	-2
CCOCCCn1c(=N)c(S(=O)(=O)c2ccccc2)cc2c(=O)n3cc(C)ccc3nc21	?	/
CCCc1nc(SCC(=O)Nc2ccc(S(=O)(=O)N(C)C)cc2)c2ccccc2n1	21%	-22
CCOCc1nnc(NC(=O)c2cc(Cl)ccc2OC)s1	i	/

(continued)
SMILES	S3 lipid droplet	S3 lipid droplet cell count max
CCOc1ccc(-n2c(SCc3cc(=O)oc4cc(C)c(C(C)C)cc34)nnc2-c2cccnc2)cc1	8%	7
N#Cc1nc(-c2cccs2)oc1N1CCOCC1	i	/
CCOC(=O)CNC(=O)N1CCC(CCOc2ccccc2)(C(=O)OCC)CC1	-14%	-5
CC(=C/c1ccccc1)/C=N/n1c(C)n[nH]c1=S	?	/
COC(=O)C1C(=O)NCC1c1ccc(OC)cc1 (stereo unspecified)	?	/
CS(=O)(=O)c1ccc(NC(=O)CN2C(=O)C3CCCCC3C2=O)cc1 (stereo unspecified)	?	/
C[C@@H]1C(=O)O[C@H]2[C@H]1CC[C@@]1(C)C(=O)C=C[C@@](C)(O)[C@H]21	?	/
COc1ccccc1N1C(=O)c2cccc3c(C(=O)O)ccc(c23)C1=O	?	/
Cn1c(=O)c2c(nc(NC3CCCCC3)n2CC(O)COc2ccccc2)n(C)c1=O (stereo unspecified)	8%	-9
S=C(NCCCN1CCOCC1)N1CCN(c2nc(-c3ccccc3)cs2)CC1	-14%[9.22 µM]	-5
CC1CC(C)CN(C(=O)COC(=O)c2ccc3ccccc3n2)C1 (stereo unspecified)	?	/
CSc1ncccc1C(=O)Nc1ccncc1	i	-6
CN1CCN(c2ccc(CNC(=O)c3cc4ccccc4o3)cc2)CC1	-4%	14
O=C(O)CNCC1COc2ccccc2O1 (stereo unspecified)	?	/
O=C(CCNS(=O)(=O)c1cccs1)N1CCCCCC1	-8%	0
C=CCn1c(=S)sc2c(=O)[nH]c(C)nc21	6%	/
CC(=O)N1CCCc2cc(S(=O)(=O)N3CCCC(C(=O)Nc4cccc(C)c4)C3)ccc21 (stereo unspecified)	?	/
CC(C)Nc1c([N+](=O)[O-])c(=O)oc2ccccc12	10%	9
CC(c1ccccc1)C(Cc1nc2ccccc2[nH]1)c1nc2ccccc2[nH]1 (stereo unspecified)	?	/
O=C1C2CCCN2C(=S)N1C1CCCCC1 (stereo unspecified)	-1%	0
CCOc1ccc(CCNC(=O)CCCn2c(=O)c3cccn3c3cccnc32)cc1OCC	?	/
CCOC(=O)c1ccc(NC(=S)N2CCCC2)cc1	-16%	-12
CC(C(=O)N1c2ccc(F)cc2CCC1C)N1C(=O)c2ccccc2C1=O (stereo unspecified)	i	/
CC1CN(C(=O)COC(=O)c2ccc(Cl)c(N)c2)CC(C)O1 (stereo unspecified)	?	/
NC(=O)C1CCN(C(=O)CSc2ccsc2[N+](=O)[O-])CC1	-18%	-48

Remaining list, next part:
SMILES	S3 lipid droplet	S3 lipid droplet cell count max
COc1ccc(NC(=O)Cc2c(Cl)cccc2Cl)cn1	-18%	-15
Cc1ccc(C)n1Cc1ccccc1Cl	13%	18
COc1ccc(-c2cc3c(=O)n(CC(=O)NCc4cccnc4)ncn3n2)cc1	?	/
C/C(N)=C(/C#N)C(=O)CSc1nnc(COc2cc(C)ccc2C)o1	-5%	-10
Cc1cc(C)c(S(=O)(=O)c2ccccc2)c(OC(=O)c2c(Cl)cccc2Cl)n1	9%	1
CC(=O)Nc1ccccc1C(=O)N1CC2(C)CC1CC(C)(C)C2 (stereo unspecified)	?	/
CCOC(=O)Cn1c(=O)oc2cc(S(=O)(=O)NCCc3ccc(OCC)c(OCC)c3)ccc21	?	/
Cc1nc([N+](=O)[O-])nn1C12CC3CC(CC(Br)(C3)C1)C2	21%	-7
COc1ccc(-c2nn(C)c(=O)c3ccccc23)cc1NC(=O)COc1ccc(C)cc1	0%	/
COc1cc(/C=C/C(=O)OC(C)C(=O)c2ccccc2)cc(OC)c1OC (stereo unspecified)	?	/
CCC(C)(C)C(=O)Nc1cccc(Cl)c1C	?	/
O=C(CNC(=O)c1ccco1)OCc1ccc(Cl)cc1	?	/
O=c1[nH]c(=O)n(Cc2ccco2)c2c1C(C(F)(F)F)(C(F)(F)F)N=C(CCC1CCCCC1)N2	?	/
CCc1cc2c(=O)c(-c3nc4ccccc4[nH]3)coc2c(CN2CCCCC2C)c1O (stereo unspecified)	8%	16
CCc1c(C)sc(NC(=O)OC)c1C(N)=O	-16%	1
COc1ccc2c(c1)C(=O)CC(c1ccc(OC)c(OC)c1)O2 (stereo unspecified)	-17%	5
O=C(CC1C(=O)NCCN1CCCc1ccccc1)NCCc1ccccc1F (stereo unspecified)	i	/
OC(COc1cccc2ccccc12)CN1CCN(c2ccccc2Cl)CC1 (stereo unspecified)	?	/
CC(C)CC(=O)Nc1c2c(nn1-c1ccc([N+](=O)[O-])cc1)CS(=O)(=O)C2	-4%	-3
CCOc1ccccc1NC(=O)COC(=O)CNS(=O)(=O)c1ccc(C)cc1	2%	-1
CCc1ccccc1NC(=O)C1CCCN1S(=O)(=O)c1ccc(-c2ccc(=O)[nH]n2)s1 (stereo unspecified)	?	/
COc1ccc2c(c1OC)C(=O)N(c1ccc(O)cc1)C2=O	-12%	-7
O=Cc1ccc(OCc2cccc(C(F)(F)F)c2)cc1O	?	/
CCOc1ccc(C(=O)NC(=S)NCc2cccnc2)cc1[N+](=O)[O-]	19%	-2
CC(NC(=O)CC1Nc2ccccc2NC1=O)c1ccccc1 (stereo unspecified)	i	/

Next compounds.
SMILES	S3 lipid droplet	S3 lipid droplet cell count max
Cn1cc(/C=N\O)nc2c(=O)n(-c3ccccc3)c(=O)nc1-2	?	/
Cc1ccnc(NC(=O)c2ccc3c(c2)S(=O)(=O)c2ccccc2C3=O)c1	0%	2
COCCOc1cc(-n2ccnc2SC)c(Cl)cc1Cl	?	/
Cc1ccc(-c2cc(C(=O)N3CCCc4ccccc43)c3ccccc3n2)cc1	?	/
CC(=O)Nc1ccccc1C(=O)N1CCN(c2cccc(C)c2C)CC1	13%	2
CCN(C(=O)CCc1nnc2ccc(N3CCC4(CC3)OCCO4)nn12)c1ccccc1	?	/
O=C(c1cc(-c2cccc(O)c2)on1)N1CCCCCC1	?	/
CCC(CC)C(=O)NCCc1cc2ccc(C)c(C)c2[nH]c1=O	i	/
O=C(c1ccc(CNS(=O)(=O)c2ccc(Br)cc2)cc1)N1CCCCCC1	?	/
CS(=O)(=O)N(CC(=O)NCCSCc1ccccc1)c1ccccc1	-3%	8
COc1ccc(C2=NOC(C(=O)NCCCN3CCOCC3)C2)cc1 (stereo unspecified)	?	/
NCCCC[C@@H](C(=O)N1CCNCC1)n1cc(CCC(=O)O)nn1	-9%	-20
CCOc1ncccc1C(=O)Nc1cc(S(=O)(=O)N2CCCCC2)ccc1OC	-4%	-1
COC(=O)c1nc(NC(C)=O)n[nH]1	-8%	-14
CC(NC(=O)[C@H](C)NC(=O)C1CC(=O)N(c2ccc3c(c2)OCO3)C1)c1ccccc1 (stereo partly specified)	?	/
COC(=O)c1c(NC(=O)COc2ccc(Cl)cc2Cl)sc2c1CC(C)(C)NC2(C)C	?	/
O=c1[nH]c(SCC2CCCCO2)nc2ccccc12 (stereo unspecified)	0%	2
CC1=CC2=NC(=O)/C(=C/c3coc4ccccc4c3=O)C(=N)N2O1	-6%	6
Cn1c(=O)cc(NCCc2ccccc2)[nH]c1=O	i	/
COC(=O)Cn1c2ccccc2c2nc(C)sc21	?	/
COc1ccc(/C=N/NC(=O)c2cc(C)on2)c2ccccc12	17%	9
COc1cc2ccc3c(CCN(C)C)cc(OC)c(OC)c3c2cc1OC	?	/
CCC(NC(=O)NCc1cccnc1)(C(F)(F)F)C(F)(F)F	?	/
O=C(NC1c2ccccc2-c2ccccc21)c1ccco1	?	/
COc1ccc(Nc2ccc([N+](=O)[O-])c3nonc23)c(OC)c1	i	-21

In another format: results already given
Values run as follows: S3 lipid droplet	S3 lipid droplet cell count max
O=C(c1cc(-c2cccc(O)c2)on1)N1CCCCCC1
→ ?	/
CC(NC(=O)[C@H](C)NC(=O)C1CC(=O)N(c2ccc3c(c2)OCO3)C1)c1ccccc1 (stereo partly specified)
→ ?	/
COc1ccc(-c2cc3c(=O)n(CC(=O)NCc4cccnc4)ncn3n2)cc1
→ ?	/
O=C(O)c1cc(S(=O)(=O)N2CCCCC2)ccc1F
→ 22%	11
CC(=O)N1CCCc2cc(S(=O)(=O)N3CCCC(C(=O)Nc4cccc(C)c4)C3)ccc21 (stereo unspecified)
→ ?	/
Cc1cccc(N(CC(=O)NCc2ccco2)C(=O)CNS(=O)(=O)c2ccc(F)cc2)c1
→ ?	/
CC(=O)Nc1ccccc1C(=O)N1CC2(C)CC1CC(C)(C)C2 (stereo unspecified)
→ ?	/

Continued.
SMILES	S3 lipid droplet	S3 lipid droplet cell count max
CCOC(=O)C1=C(C)NC2=C(C(=O)CC(c3cccs3)C2)C1c1cccs1 (stereo unspecified)	?	/
COc1ccc(-c2[nH]ncc2/C=N/NC(=O)c2ccc(Br)cc2)c(OC)c1	16%	3
CCOc1cc(NC(=O)c2cnccn2)c(OCC)cc1NC(=O)c1cccc(F)c1	?	/
CCSc1nc2c(c(=O)[nH]1)C(c1ccccn1)C1=C(CC(C)(C)CC1=O)N2 (stereo unspecified)	2%	-5
CCC(=O)N1CCc2cc(S(=O)(=O)N(CC)c3cccc(C)c3)ccc21	?	/
O=C(Nc1ccc(F)cc1)c1cc(Cl)sc1Cl	5%	-2
CCNc1nc(NCC)nc(N(n2cnnc2)S(=O)(=O)c2ccc(C)cc2)n1	?	/
O=C(O)CC(NCc1ccco1)C(=O)OCCCl (stereo unspecified)	?	/
COc1ccc(C2=NN(CCC(=O)NCc3cccs3)C(=O)CC2)cc1	8%	20
CCn1c(=O)n(CC)c2cc(S(=O)(=O)Nc3cc(C)cc(C)c3C#N)ccc21	?	/
CC1CCCCN1CCNC(=O)Cn1nc(-c2ccccc2)ccc1=O (stereo unspecified)	-20%	-8
COc1ccc(NC(=O)CN2CCCCC2)cc1	-30%	/
Cc1cc(C)nc(N/N=C/c2ccncc2)n1	?	/
Nc1nnnn1/N=C/c1ccccc1	?	/
O=C(COC(=O)c1cc([N+](=O)[O-])ccc1N1CCOCC1)c1ccc(OC(F)F)cc1OC(F)F	?	/
COc1ccc(Br)cc1C(=O)Nc1cccc(NC(=O)c2ccco2)c1	?	/
Cc1ccc2c(c1)CCCN2C(=O)c1cc2ccccc2oc1=O	?	/
Cc1ccc(-c2nc3s/c(=C\c4ccco4)c(=O)n3n2)cc1	?	/
O=C(Nc1ccccc1)N(Cc1ccc2c(c1)OCO2)Cc1nc2ccccc2c(=O)[nH]1	?	/

An excerpt of these results, with two lines to a compound:
Values run as follows: S3 lipid droplet, S3 lipid droplet cell count max
CCn1c(=O)n(CC)c2cc(S(=O)(=O)Nc3cc(C)cc(C)c3C#N)ccc21
→ ?, /
O=C(O)CC(NCc1ccco1)C(=O)OCCCl (stereo unspecified)
→ ?, /
O=C(Nc1ccccc1)N(Cc1ccc2c(c1)OCO2)Cc1nc2ccccc2c(=O)[nH]1
→ ?, /
Nc1nnnn1/N=C/c1ccccc1
→ ?, /
CCNc1nc(NCC)nc(N(n2cnnc2)S(=O)(=O)c2ccc(C)cc2)n1
→ ?, /

These rows are one share of the data (hit frequency here may not be typical).
